# Compound activity (PubChem)
# Anesthetic bind – candidate novel general anesthetic via apoferritin binding; Potency, µM (doses to about 77.5 µM), without a hit: at the top dose activity change, negative = displacement, actives largely listed as inhibitors; P02791; 350,000 tested, 0.074% active; apoferritin/1-aminoanthracene competitive binding, fluorescence; also: potency is read from the fitted curve at half-maximal effect; % is scaled to controls: 0 for no effect and ±100 for the full control effect; nearly all actives have a fitted effect of over 20% in size
# Target sequence (P02791 2-175 limits assumed): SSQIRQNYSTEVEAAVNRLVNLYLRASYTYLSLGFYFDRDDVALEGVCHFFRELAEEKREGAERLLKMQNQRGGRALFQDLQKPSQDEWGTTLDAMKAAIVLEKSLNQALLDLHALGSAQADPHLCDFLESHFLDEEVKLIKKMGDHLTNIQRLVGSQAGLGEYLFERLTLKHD
#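 Steps: apoferritin (10 uM) was premixed with half-saturated 1-AMA in PBS, compounds were pin-transferred, plates stood 10 min at room temperature, fluorescence was read at 380/535 nm, and curves were fitted with a Hill equation.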
# RXFP1 agonist – activates the human relaxin receptor RXFP1. Q9HBX9. HEK293T-RXFP1 cAMP TR-FRET, 30 min; response scale: percent of porcine relaxin response, buffer zero. Potency, µM (series often up to 57.5 µM), inactives show at the highest dose activation, actives largely listed as activators. 370,000 tested, 0.3% active. AID 2676; also: potency is read from the fitted curve at half-maximal effect; % is scaled to controls: 0 for no effect and ±100 for the full control effect; nearly all actives have a fitted effect of over 60% in size; many of its hits are not listed in these tables
#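 HEK293T cells stably expressing RXFP1 were pretreated with the PDE4 inhibitor Ro 20174, exposed to compounds for 30 min at 37C, lysed, and cAMP was read by TR-FRET. Data normalized to buffer (basal) and 29 nM porcine relaxin (100%).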
# D1 antagonist – human D1 dopamine receptor antagonism. P21728. HEK293 TREx D1 cells, calcium flux, dopamine EC80; hits give low values. activity change, negative = inhibition, % at 10 µM. 360,000 tested, 3.2% active. AID 504652; in the data active = activity change below about -30%; also: % is scaled to controls: 0 for no effect and ±100 for the full control effect
# Target sequence (P21728 whole entry, looked up): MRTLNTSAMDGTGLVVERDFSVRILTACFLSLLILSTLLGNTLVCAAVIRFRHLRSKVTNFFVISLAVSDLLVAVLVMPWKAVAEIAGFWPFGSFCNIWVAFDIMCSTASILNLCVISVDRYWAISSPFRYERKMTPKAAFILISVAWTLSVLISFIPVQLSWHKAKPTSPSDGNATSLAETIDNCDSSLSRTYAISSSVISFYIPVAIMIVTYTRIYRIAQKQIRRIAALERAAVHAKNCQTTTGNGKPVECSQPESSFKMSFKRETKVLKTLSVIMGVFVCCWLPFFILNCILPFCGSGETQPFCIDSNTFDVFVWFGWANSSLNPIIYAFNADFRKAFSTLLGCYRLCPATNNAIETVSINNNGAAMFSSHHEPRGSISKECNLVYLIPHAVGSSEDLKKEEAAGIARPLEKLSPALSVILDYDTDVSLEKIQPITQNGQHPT
#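 Antagonism measured as reduced calcium response to an EC80 dopamine addition following 180 s compound pre-read; cells were inducible HEK293 Trex D1 plated overnight at 30 C, read kinetically at 1 cycle/sec.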
# D1 PAM – enhances dopamine response at the human D1 receptor; HEK293 TREx D1 cells, calcium flux, dopamine EC20 potentiation; potentiation, % at 10 µM; 360,000 tested, 0.036% active; AID 504651; in the data active = potentiation above about 30%; also: 0% is about no effect
# D1 ag – human D1 receptor agonism; activation, % at 2 µM; P21728; HEK293 T-REx D1 cells, calcium flux, agonist mode; 360,000 tested, 1% active; AID 504660; in the data active = activation above about 30%; also: 0% is about no effect
#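 Agonism was scored from calcium flux recorded over 180 s (1 read/s) after pintool compound addition, following a 10-cycle baseline. Cells were inducible force-coupled HEK293 TREx D1, plated overnight at 30 C and loaded with no-wash calcium dye.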
# TRHR PAM – TRH receptor (human) allosteric enhancement; P34981; TRHR cells, fluo-8 calcium fluorescence, EC20 TRH enhancement; enhancement, % at 2 µM; 360,000 tested, 0.66% active; AID 493056; in the data active = enhancement above about 30%; also: 0% is about no effect
# Target sequence (P34981 whole entry, looked up): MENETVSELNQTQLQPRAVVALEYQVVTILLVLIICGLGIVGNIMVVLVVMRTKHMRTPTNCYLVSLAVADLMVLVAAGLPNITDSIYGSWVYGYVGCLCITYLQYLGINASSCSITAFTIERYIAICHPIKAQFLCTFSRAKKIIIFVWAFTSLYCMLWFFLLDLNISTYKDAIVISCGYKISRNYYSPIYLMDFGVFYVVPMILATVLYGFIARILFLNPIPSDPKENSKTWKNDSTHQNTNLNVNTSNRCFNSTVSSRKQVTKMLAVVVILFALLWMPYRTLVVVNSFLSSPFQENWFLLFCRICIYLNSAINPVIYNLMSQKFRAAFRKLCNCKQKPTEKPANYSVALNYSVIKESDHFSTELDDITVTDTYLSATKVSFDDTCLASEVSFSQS
#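 TRHR-expressing cells loaded with fluo-8 calcium dye were read kinetically (ex 480/em 530) during compound addition, then stimulated with an EC20 of TRH (10 nM final). Enhancement of the Gq-mediated intracellular calcium response was scored.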
# TRHR agonist – agonists of human TRH receptor | P34981 | TRHR cells, calcium flux fluo-8, FDSS agonist mode | activation, % at 2 µM | 360,000 tested, 0.18% active | AID 493084; in the data active = activation above about 30%; also: 0% is about no effect
#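 Agonist-mode FDSS calcium read (Ex 480/Em 530, 1 s cycles) in 1536-well TRHR cells with fluo-8 dye, after 10-cycle baseline and 23 nL compound addition; TRH at EC20 (10 nM final) added afterwards for the enhancer phase.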
# D2 PAM – D2 dopamine receptor (human) potentiation; 340,000 tested, 0.34% active; potentiation, % at 10 µM; HEK293 T-REx D2, calcium flux, EC20 dopamine potentiation; P14416;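 active = potentiation over 3 SD above the plate norm, cut at about 30% in these data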; also: 0% is about no effect
#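 Tetracycline-induced Hek293 Trex D2 cells, force-coupled to calcium, loaded with no-wash calcium dye. Compound added with 180 s kinetic read for agonism, then EC20 dopamine and a further 180 s read for potentiation.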
# RXFP1 antagonist – blocks the human relaxin receptor RXFP1; Q9HBX9; HEK293-RXFP1, relaxin-stimulated cAMP HTRF, 30 min; hits give low values; activity change, negative = inhibition, % at 57.5 µM; 350,000 tested, 0.59% active;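 active = activity change of -60% or lower, but not beyond a set lower limit; inconclusive = change between -60% and -40%, or beyond the set limit; inactive = change above -40%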; also: % is scaled to controls: 0 for no effect and ±100 for the full control effect
# Starred values were filed as active, the others as inactive; ? = inconclusive; / = no result given; & = joins results of further samples. Unless noted, calls follow the shape of the dose curve; as a rule, active = well fitted curve in the direction sought with a large enough effect; inconclusive = small, poorly fitted or top-dose-only effect, or another doubt; inactive = no such curve, though single readings can be large; an effect the other way counts as inactive or inconclusive.
SMILES,Anesthetic bind,RXFP1 agonist,D1 antagonist,D1 PAM,D1 ag,TRHR PAM,TRHR agonist,D2 PAM,RXFP1 antagonist
CC(c1ccccc1)N(CCC(c1ccccc1)C1CCOC(C)(C)C1)C(=O)c1ccco1 (configuration not stated),6%,1.3%,-2,-6,2,-17,0.2,2,?
O=S(=O)(c1ccc(N2CCN(S(=O)(=O)c3ccc4c(c3)OCCO4)CC2)nc1)N1CCCC1,-23%,1.5%,-24,-3,3,4,0.6,2,-15
COC(=O)C1=C(C(=O)OC)[C@@H]2N(C)c3ccccc3[C@@]23C[C@@H](CO)N(C(=O)NCCBr)C3=N1,-10%,-0.6%,12,-1,3,-3,0.0,6,/
CCCCCc1cc(=O)oc2c(C(CCN3CCN(c4ccccc4)CC3)c3ccc4c(c3)OCO4)c(OC)cc(OC)c12 (configuration not stated),-11%,1.1%,-31*,-6,2,23,0.5,-9,/
COc1ccc(Cl)cc1S(=O)(=O)N1CCC(C(=O)NCCc2ccccc2)CC1,-14%,3.5%,3,-5,1,-7,-0.5,-3,2
Cc1nn2c(CN(C(=O)CN3CCOCC3)c3ccccc3)nnc2c2ccccc12,-12%,25%,-1,-7,2,2,0.9,14,14
COc1ccc(NC(=O)CN(C)C(=O)C2CC(=O)N(Cc3ccc(C)cc3)C2)cc1 (configuration not stated),/,-1.5%,11,-3,2,22,0.0,-5,-8
C/C(=N\NC(=S)Nc1cc(S(=O)(=O)N2CCOCC2)ccc1Cl)c1ccc(N2CCOCC2)cc1,-11%,5.7%,-4,-7,1,-1,-1.3,11,16
Cc1ccc(NC(=O)CSc2nc3ccccc3c(=O)n2CCCC(=O)NCCCN2CCOCC2)cc1C,-18%,1.6%,-13,-1,9,-4,0.5,-4,-8
CSc1ccc(CNC(=O)CCn2ccc3cc(S(=O)(=O)N4CCCC4)ccc32)cc1,-2%&5%,-1.4%&-0.1%,-10&-2,-3&-2,0&-2,-4&-8,-0.4&0.0,2&-5,-3&-12
NC(N)=NC1=NC(=O)C(Cc2ccccc2Cl)S1 (configuration not stated),-7%,-0.2%,-1,-7,0,1,0.4,-3,1
CS(=O)(=O)N(CC(=O)N1CCCC1)c1cc(Cl)c(Cl)cc1Cl,-16%,2.3%,-14,-7,39*,9,-0.5,8,-1
Cc1ccc(Cn2c(=O)n(-c3ccccc3)c(=O)c3ccc(C(=O)NCc4ccco4)cc32)cc1,-14%&-3%,-2.3%&0.5%,-1&-19,0&1,4&-1,-3&-5,0.7&1.0,5,-37
CCCNC(=O)c1cccc(C(F)(F)F)c1,-19%,-1.0%,6,0,1,5,-0.5,4,3
Cc1ccc(CN(CC(=O)NCc2ccccn2)S(=O)(=O)c2ccccc2)cc1,-7%,-0.6%,-9,-2,1,-17,-0.4,5,2
COc1ccc(C2(C(=O)N3CCC(n4nc(-c5ccccc5)oc4=O)CC3)CC2)cc1,-2%,2.2%,0,2,2,0,0.1,-2,-6
Cc1sc2nc(C(C)Sc3nnc(C)n3-c3ccccc3)[nH]c(=O)c2c1C (configuration not stated),-7%,0.5%,1,-5,4,10,-0.3,11,/
O=C(CN1CCN(Cc2ccccc2)CC1)NCCNc1ccc([N+](=O)[O-])cn1,-16%,0.8%,6,-1,2,17,0.0,6,-13
OC(CN1CCN(C(c2ccccc2)c2ccccc2)CC1)c1ccc(Br)cc1 (configuration not stated),-12%,3.4%,-4,-3,2,4,-0.6,14,-12
COc1ccc(-c2nn(-c3ccccc3)cc2/C=C/C(=O)OCC(=O)Nc2cccc(C#N)c2)cc1,3%,0.9%,-11,2,5,-10,3.0,4,-12
Cc1nn(-c2ccc(N3CCOCC3)nn2)c(C)c1CCC(=O)NCc1ccc(Cl)cc1,-3%,-1.8%,1,-4,-1,0,-0.6,15,/
O=c1[nH]c(-c2ccccn2)nc(C(F)(F)F)c1Br,-13%,2.6%,-8,3,0,25,-0.3,13,-1
Cc1cc(Cl)ccc1OCCCC(=O)NCc1ccncc1,-3%,-1.8%,-15,-7,17,-3,-1.0,-1,/
COc1ccc(C2CC(c3ccccc3OC(=O)/C=C/c3ccccc3)=NN2C(C)=O)cc1 (configuration not stated),9%,2.8%,4,-4,2,19,0.9,9,5

# Quoted from above (2 entries):
SMILES,Anesthetic bind,RXFP1 agonist,D1 antagonist,D1 PAM,D1 ag,TRHR PAM,TRHR agonist,D2 PAM,RXFP1 antagonist
Cc1ccc(Cn2c(=O)n(-c3ccccc3)c(=O)c3ccc(C(=O)NCc4ccco4)cc32)cc1,-14%&-3%,-2.3%&0.5%,-1&-19,0&1,4&-1,-3&-5,0.7&1.0,5,-37
CCCNC(=O)c1cccc(C(F)(F)F)c1,-19%,-1.0%,6,0,1,5,-0.5,4,3

# (list continues)
SMILES,Anesthetic bind,RXFP1 agonist,D1 antagonist,D1 PAM,D1 ag,TRHR PAM,TRHR agonist,D2 PAM,RXFP1 antagonist
COc1cc(-c2noc(-c3cc(C(C)C)[nH]n3)n2)cc(OC)c1OC,-2%,-2.0%,0,2,1,0,0.2,2,-18
COc1ccc(C(=O)CC(=O)c2ccc(C)cc2)c(O)c1,-11%,2.9%,1,-1,4,1,0.7,0,1
CC(NC(=O)Cn1c(=O)oc2cc(S(=O)(=O)N3CCCC3)ccc21)c1ccccc1 (configuration not stated),-5%,-0.4%,-16,-3,5,-6,0.3,-2,/
O=C(CNC(=O)c1ccc(Br)o1)Nc1cccc(-c2cnc3ccccc3n2)c1,-10%,0.3%,-3,-1,1,0,-0.1,3,-15
OCCN1CCOCCN(CCO)CCOCC1,-7%,0.0%,1,-1,1,0,0.5,8,4
O=C(CSc1ncccn1)NC(=O)NCc1ccccc1,-10%,-0.2%,-6,8,2,-1,0.0,-1,-6
COc1ccc(CN(C)C2CCN(C)CC2)cc1OC,-1%,-1.8%,8,-5,-1,3,0.0,-7,7
Oc1ccc(Cl)cc1C=Nc1ccc(Br)cc1,-13%,0.9%,6,6,1,4,0.5,13,1
CCOC(=O)[C@H]1[C@H]2COc3cc(OC)ccc3[C@@H]2N2C(=O)c3ccc(F)cc3NC(=O)[C@@]12C,/,2.6%,-1,-1,4,-1,-0.2,-10,/
CN(C)S(=O)(=O)c1cccc(C(=O)c2nccn2C)c1,-2%,1.3%,32,6,0,16,0.0,17,-19
CCOc1ccc(-n2c(-c3ccccc3)nnc2-c2ccccc2)cc1,-14%,1.0%,-13,0,0,-6,-1.8,18,-8
CCSc1nnc(NC(=O)[C@@H](NC(=O)c2cc(OC)cc(OC)c2)C(C)C)s1,-17%,1.6%,-12,0,1,-5,-0.7,-28,-8

# Rewritten with values under each structure: 3 of the compounds above.
# Every second line gives: Anesthetic bind | RXFP1 agonist | D1 antagonist | D1 PAM | D1 ag | TRHR PAM | TRHR agonist | D2 PAM | RXFP1 antagonist
O=C(CNC(=O)c1ccc(Br)o1)Nc1cccc(-c2cnc3ccccc3n2)c1
  -10% | 0.3% | -3 | -1 | 1 | 0 | -0.1 | 3 | -15
OCCN1CCOCCN(CCO)CCOCC1
  -7% | 0.0% | 1 | -1 | 1 | 0 | 0.5 | 8 | 4
O=C(CSc1ncccn1)NC(=O)NCc1ccccc1
  -10% | -0.2% | -6 | 8 | 2 | -1 | 0.0 | -1 | -6

# More compounds follow.
SMILES,Anesthetic bind,RXFP1 agonist,D1 antagonist,D1 PAM,D1 ag,TRHR PAM,TRHR agonist,D2 PAM,RXFP1 antagonist
COc1ccc(C(C)=O)cc1COc1cc(C)c(Cl)c(C)c1,-8%,0.6%,10,-4,10,-3,0.9,-8,0
CCCOc1ccc(NC(=O)C2CC(=O)N3CCCN=C3S2)cc1 (configuration not stated),-13%,1.9%,-2,0,-2,4,-0.1,-1,-10
COc1ccc(COC(=O)C2=C(C)NC(=O)NC2c2ccc(F)cc2)cc1 (configuration not stated),-21%,?,23,-10,1,-1,-0.7,-14,-3
CC(OC(=O)CCc1nc2ccccc2c(=O)[nH]1)C(=O)Nc1ccc2c(c1)OCO2 (configuration not stated),-3%,1.3%,-7,7,3,4,-1.0,7,-2
CCOc1ccc(N=C2SCCCN2C(=O)c2c(CC)noc2C)cc1,-10%,-0.6%,-1,1,-1,-2,-1.0,4,-10
CC1CCCCN1C(=O)c1ccc(Br)o1 (configuration not stated),?,-1.1%,6,-1,4,32*,-0.2,10,5
COc1ccccc1Nc1c2c(nc3ccc(NC(=O)c4cccc(F)c4)cc13)CCCC2,-9%,-0.8%,15,5,2,-3,-2.0,/,-75*
COc1ccc(N2CCN(C(=O)COc3ccc4c(C)c(C)c(=O)oc4c3C)CC2)cc1,-7%,-0.1%,7,0,2,6,-0.6,5,-2
CC(OC(=O)CCC(=O)N1CCN(S(=O)(=O)c2ccc3ccccc3c2)CC1)C(=O)NC(N)=O (configuration not stated),2%,1.4%,-6,-2,1,8,0.1,4,-19
CC1CN(/C=C/C(=O)C(F)(F)F)CC(C)O1 (configuration not stated),-4%,0.6%,-5,-3,6,-4,-0.6,1,5
CCCCNC(=O)OC1CCS(=O)(=O)C1 (configuration not stated),-7%,1.0%,-9,-2,2,-1,0.0,13,1
Cc1ccc(C)c(N2CCN(C(=O)c3cc4c(=O)n(Cc5ccco5)ccc4nc3C)CC2)c1,?,0.0%,4,-3,0,-2,-0.5,9,4
CCN(CC)S(=O)(=O)c1ccc(C(=O)NCC(=O)NC2CC2)cc1,/,-1.1%,4,6,0,-2,0.2,-9,-12
COCCNC(=O)/C(C#N)=C/c1c(N2CCCCCC2)nc2c(C)cccn2c1=O,-14%,27%,-3,-7,1,-4,-0.3,3,1
COc1ccccc1NC(=O)CC(NCCN(C)C)C(=O)O (configuration not stated),-2%,2.2%,-2,-4,2,17,0.9,/,17
COc1cc(OC)cc(C(=O)Nc2ccc(C(=O)c3ccncc3)cc2)c1,?,2.7%,-38*,-2,5,1,-0.2,-1,0
CN1C(=O)C(=O)/C(=C(/O)c2ccc(Br)cc2)C1c1ccc(Cl)cc1 (configuration not stated),-4%,9.2%,-16,-10,4,4,-0.2,-13,8
COc1ccc(-c2cc(C(F)(F)F)n3nc(C(=O)N4CCN5CCCC5C4)cc3n2)cc1OC (configuration not stated),-6%,5.3%,-6,0,0,3,-0.2,-5,-7
Cc1cccc(NC(=O)CSc2nnc(CNC(=O)c3ccc(S(=O)(=O)N(C)C)cc3)n2-c2ccccc2)c1,-19%,2.0%,14,-2,4,-2,0.0,/,-13
CCc1ccc2c(c1)C(c1ccc(N3CCOCC3)cc1)=NNC(c1ccncc1)=N2,?,2.3%,-1,-5,0,4,0.3,2,-4

# Only part of the results is shown (hit frequency here may not be typical).
